Compound activity as filed in PubChem BioAssay.
M1 ag – M1 muscarinic receptor agonists, primary screen, CHO-M1 cells, Fluo-4 calcium, agonist mode | Fluo-4 calcium fluorescence; hits give high values | B-score at 10 µM | hit rate 3% among 64,000 | AID 626, 2007;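 active means fluorescence rise, raw or as B-score row- and column-corrected plate score, outside the 99.7% band of its plate's samples, either direction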
M1 antag – antagonists of rat M1 muscarinic receptor; Muscarinic acetylcholine receptor M1 (Rattus norvegicus), P08482; CHO-M1 cells, Fluo-4 calcium, ACh EC80 antagonist mode; hits give low values; B-score at 10 µM; hit rate 3.4% among 64,000; AID 628, 2007;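 active means calcium fluorescence response, raw or row-and-column corrected B-score, differing from the plate sample mean either way at a set confidence level, mostly lower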
NADH enzymes – inhibitors of PK/LDH coupling enzymes, profiling panel, artefact control, biochemical, MLSMR library; coupled PK/LDH NADH assays, four targets; IC50, µM (titrated, usually from 10 µM), without a hit: at the highest dose inhibition; hit rate 0.02% among 65,000; AID 774, 2007;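 active means single-dose screening hits from any of four coupled enzyme assays that gave an IC50 when retested across doses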;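 further: the DPM-DC format reads NADH fluorescence rather than 340 nm absorbance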
D1 mod – D1 CRE-luciferase signal change, two-sided – cell-based, HEK293 D1, dopamine EC30, D1 allosteric modulator project, primary screen; D(1A) dopamine receptor (Homo sapiens), P21728; dopamine EC30 potentiation; actives deviate in either direction; B-score at 10 µM; hit rate 5.9% among 58,000; AID 641, 2007;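 active means luminescence count or its row- and column-corrected plate score outside the 99.7% band of the plate's sample wells, on either side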
Target sequence (P21728 whole entry, looked up): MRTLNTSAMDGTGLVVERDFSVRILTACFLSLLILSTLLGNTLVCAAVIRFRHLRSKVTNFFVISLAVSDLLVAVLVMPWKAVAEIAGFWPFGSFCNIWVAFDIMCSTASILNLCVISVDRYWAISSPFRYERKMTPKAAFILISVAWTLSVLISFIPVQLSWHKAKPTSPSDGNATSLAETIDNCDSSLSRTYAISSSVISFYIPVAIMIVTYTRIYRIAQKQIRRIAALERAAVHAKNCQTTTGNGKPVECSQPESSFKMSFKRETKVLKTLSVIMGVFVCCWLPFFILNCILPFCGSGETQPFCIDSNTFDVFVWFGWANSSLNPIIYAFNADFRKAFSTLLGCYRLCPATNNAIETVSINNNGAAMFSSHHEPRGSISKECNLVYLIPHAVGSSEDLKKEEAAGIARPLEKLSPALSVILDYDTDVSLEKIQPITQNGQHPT
SF-1 act – activators of human SF-1, primary screen, cell-based, CHO-K1, Gal4-SF-1 LBD, luciferase luminescence; Steroidogenic factor 1 (Homo sapiens), Q13285; CHO-K1 Gal4-SF-1 LBD luciferase reporter; % increase over DMSO SF-1-specific signal; activation, % at 10 µM; hit rate 1.9% among 65,000;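 active means activation above the mean activation of all tested compounds plus 3 SD, cut at about 50% in these data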
Target sequence (Q13285 whole entry, looked up, the tested form may be a part): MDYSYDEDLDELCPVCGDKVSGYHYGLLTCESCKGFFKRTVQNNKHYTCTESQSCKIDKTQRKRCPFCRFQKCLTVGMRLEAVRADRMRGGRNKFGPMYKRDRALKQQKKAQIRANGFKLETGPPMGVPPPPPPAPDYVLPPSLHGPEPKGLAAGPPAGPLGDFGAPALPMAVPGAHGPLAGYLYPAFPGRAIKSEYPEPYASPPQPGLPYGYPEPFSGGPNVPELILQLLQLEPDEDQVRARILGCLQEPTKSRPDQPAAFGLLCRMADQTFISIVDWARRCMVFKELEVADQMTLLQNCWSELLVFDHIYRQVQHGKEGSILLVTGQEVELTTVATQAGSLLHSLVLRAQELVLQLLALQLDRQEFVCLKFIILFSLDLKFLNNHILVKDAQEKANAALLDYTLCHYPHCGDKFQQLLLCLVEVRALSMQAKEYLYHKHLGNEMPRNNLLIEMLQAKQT
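Test system: CHO-K1 cells co-transfected with Gal4 DBD–human SF-1 LBD, 5xGal4 luciferase reporter. Quantity: 4,000 cells per well. Compound: 10 µM only. Incubation: compound added 1 h post-seeding, 20 h exposure at 37 °C, 5% CO2. Detection: SteadyLite luciferase luminescence. Replication: one test per compound.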
TNAP act mid DEA – human TNAP enzyme activators, primary screen, biochemical, luminescent, intermediate phosphate acceptor level; Alkaline phosphatase, tissue-nonspecific isozyme (Homo sapiens), P05186; purified TNAP, CDP-star luminescence, 100 mM DEA, 30 min; hits give high values; scale: 0 levamisole-inhibited, 1 vehicle-only enzyme; activation factor at 20 µM; 64,000 tested, under 10 active; AID 813, 2007;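 active means activation factor of at least 2 at 20 µM, relative to controls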
Jurkat tox 60K – cytotoxicity toward Jurkat T cells, primary screen, cytotoxicity control, cell-based, Jurkat E6.1, 60K MLSMR library. inhibition, % at 4 µM. AID 463, 2006. hit rate 1.2% among 56,000. Jurkat E6.1 viability, ATP luminescence, 48 h;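 active means inhibition above the mean inhibition of all tested compounds plus 3 SD, cut at about 28% in these data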
tolC growth inh – growth inhibitors of E. coli tolC mutant, primary screen, strain BW25113 ΔtolC::kan, 384-well; AID 573, 2007; hit rate 2.2% among 65,000; OD615; growth inhibition, % at 10 µM (by protocol);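 active means growth inhibition at or above a cutoff equal to the mean over every tested compound plus 3 SD, cut at about 60% in these data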;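 further: growth measured after 20 h incubation at 37 °C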
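System: E. coli ΔtolC::kan strain BW25113; Buffer or medium: LB broth supplemented with 50 µg/mL kanamycin; Compound: 10 µM final, single dose; Incubation: bacterial growth with compound for 20 h at 37 °C; Signal: A615 absorbance measurement; Evaluation: growth inhibition in percent.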
HEK293 NFkB inh – inhibitors of PMA/ionomycin-induced NF-kB reporter, primary screen, antigen receptor NF-kB inhibitor project, cell-based, HEK-293 luciferase reporter, luminescence; hit rate 0.21% among 62,000; inhibition, % at 3 µM; AID 465, 2006; HEK-293 NF-kB luciferase reporter;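 active means inhibition above the mean of all tested compounds plus 3 SD, cut at about 40% in these data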;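 further: 0% = stimulated DMSO wells and 100% = 10 µM reference inhibitor 5653914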
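Material: HEK-293 cells with stable firefly luciferase reporter driven by four HIV NF-kB elements / Also added: PMA plus ionomycin mix as NF-kB-activating stimulus / Compound dosing: 3 µM once, 0.30% DMSO / Times: 1 h pretreatment, 16 h stimulation, 37 °C / Signal: luminescence / Evaluation: per-plate % inhibition versus controls / Benchmarks: DMSO and 10 µM reference inhibitor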
* marks the source's active call; other numbers are inactive results; . = not tested or not shown; [ ] = dose if it differs, or a comment.

smiles	M1 ag	M1 antag	NADH enzymes	D1 mod	SF-1 act	TNAP act mid DEA	Jurkat tox 60K	tolC growth inh	HEK293 NFkB inh
Cc1oc(-c2cccc(Cl)c2)nc1CN1CCC(C(=O)NCCCN2CCCC2=O)CC1	-0.01	-0.042	7%	0.33	22	0.9	0	-5	2
CC(=O)Nc1ccc(S(=O)(=O)N2CCN=C2C)cc1	-1.1	0.01	0%	0.35	-13	0.8	1	-6	29
CCSc1cc(C2C(C#N)=C(N)OC(C)=C2C(=O)OC)c(C)o1 (configuration not stated)	0.78	0.69	3%	0.095	-10	0.9	5	2	10
Cc1nc(SCC(=O)NCc2ccco2)c2c3c(sc2n1)CCCC3	0.043	0.0085	5%	.	-12	1	16	40	7
COc1cc(OC)nc(NC(=O)CSc2nnc(-c3ccccc3)n2C2CCCCC2)n1	-2.1	1.1	3%	0.96	10	0.9	-1	2	-3
c1ccc(N2CCN(c3ncnc4scc(-c5cccs5)c34)CC2)cc1	-0.19	-0.71	2%	-0.28	-5	0.9	-4	44	18
Cc1ccccc1OCCCC(=O)Nc1nccs1	-0.43	0.94	7%	.	8	0.9	.	14	-4
O=C(O)c1cccc2[nH]c(C(F)(F)F)nc12	-0.87	0.89	3%	.	-3	1	-4	9	14
COC(=O)C(CCCCNC(=O)OCc1ccccc1)NC(=O)CN (configuration not stated)	0.35	0.081	2%	0.63	1	0.8	1	-5	14
O=C(CCCC(=O)Nc1cccnc1)Nc1cccnc1	0.023	0.053	13%	-0.29	-12	0.9	-4	-17	19
Cn1nnnc1SCC(=O)Nc1ccccc1C(=O)NCc1ccccc1	0.5	-1.6	1%	0.75	-22	0.8	4	-1	18
CC1CCN(c2nc3c(c(=O)[nH]c(=O)n3C)n2CCSc2nc3ccccc3o2)CC1	-0.11	0.038	5%	-0.82	-23	.	0	-6	5
Cc1ccc(N2CC(C(=O)Nc3cccnc3)CC2=O)cc1 (configuration not stated)	0.033	0.53	2%	0.37	-2	0.9	2	-14	3
CC(=O)Nc1ccc(OCC(O)CN2CCN(c3cccc(Cl)c3)CC2)cc1 (configuration not stated)	-0.28	-1.2	4%	-3.1*	-4	0.8	-1	-3	14
O=C(Nc1ccc(N2CCCCC2)c(Cl)c1)c1cccnc1	0.023	-0.15	7%	0.014	75*	0.9	33*	24	36
Cc1noc(-c2ccccc2OC(=O)c2ccccc2)n1	0.046	0.16	2%	3.2	-19	0.8	-6	-4	-3
Cc1ccc(NC2=NC(c3ccco3)n3c(nc(C)cc3=O)N2)c(C)c1 (configuration not stated)	-0.27	-0.34	3%	-0.43	7	1	2	10	11
CC(C)OCP(=O)(c1ccccc1)c1ccccc1	0.62	-0.093	2%	-0.72	3	0.9	-5	-9	1
Cc1nc2ccccc2n1CCC(=O)Nc1cccc(F)c1	-0.34	-0.013	4%	-0.37	1	0.8	0	-1	1
COc1ccc(Nc2ncccc2C(=O)Nc2ccccc2)cc1	-0.036	0.19	5%	-0.051	22	0.9	-6	27	16
CC1=CC(C)C(C(=O)O)C(C(=O)O)C1 (configuration not stated)	-0.047	-0.44	1%	-0.35	6	0.9	-3	-15	11
COc1ccc(N/C=C(\C#N)c2nc3ccccc3n2C)c(OC)c1	0.058	-0.17	1%	.	9	1	.	22	.
CCSC1=NC(=O)/C(=C2/C=Cc3ccccc3N2CC)S1	1.5	-0.38	5%	0.44	1	0.7	-4	9	10
COc1ccc(/C=N/n2c(C)nnc2C)c(OC)c1	2.9	-0.84	4%	1.4	4	0.9	-2	-18	7
CC1CCCN(c2nc3ccccc3nc2C(C#N)S(=O)(=O)c2ccccc2)C1 (configuration not stated)	1.2	0.36	4%	0.9	14	0.9	.	28	21
COc1ccc(C(CNC(=O)c2cccnc2SC)N2CCOCC2)cc1 (configuration not stated)	-0.7	-0.059	8%	-0.042	-2	0.9	-8	-8	7
O=C(NC1CCCCC1)N(CCN1CCOCC1)Cc1cc2cc3c(cc2[nH]c1=O)OCCO3	0.49	1.1	10%[fluoresces]	1.8	5	1.1	-6	-2	-1
Cc1ccc(C(=O)CSc2nnc(COc3cc(C)cc(C)c3)o2)cc1	-0.025	-0.22	2%	-0.43	18	0.8	-6	1	5
O=C(C(Cc1ccccc1)n1cccc1)N1CCN(C2CCCCC2)CC1 (configuration not stated)	-1.5	0.78	5%	-0.29	-13	1	1	7	-4
CCOc1ccc(-c2cc(CCCC(=O)Nc3cccc(OC)c3)no2)cc1	-0.52	-0.12	5%	-1.1	-37	1.1	91*	8	35
Cc1cccc(Cn2c(NCCO)nc3c2c(=O)n(C)c(=O)n3C)c1	-0.091	0.17	4%	-0.47	-3	0.9	89*	-22	10
O=C(Cc1ccccc1)Nc1nc2ccccc2[nH]1	-0.018	0.018	1%	-5.5*	18	.	10	13	14
Cc1ccc(Nc2nc(CSc3nnc(-c4cccs4)o3)cs2)cc1	0.52	-0.047	1%	0.08	25	0.9	2	43	4
CC1=C(C(=O)NC2CCCCC2C)C2(CCC(C)CC2)OC1=O (configuration not stated)	0.066	0.35	5%	0.58	-5	1	0	17	12
CCOC(=O)c1ccc(NC(=O)CC2C(=O)N(c3ccc(F)cc3)C(=O)N2CCCOC)cc1 (configuration not stated)	0.94	0.58	7%	0.72	11	1.1	.	4	20
CS(=O)(=O)N(CC(=O)Nc1ccc2c(c1)OCO2)Cc1ccc(Cl)cc1	0.13	-0.11	3%	.	-5	0.9	0	21	1
Cc1ccc(-n2nc(C)c3c2OC(N)=C(C#N)C3c2ccco2)cc1 (configuration not stated)	-0.005	0.15	3%	0.37	7	1	-2	-15	12
Cc1nc2c(c(=O)n1Cc1ccccc1Cl)c1nc3ccccc3nc1n2Cc1ccco1	-1.6	1.4	7%	0.73	9	0.9	-2	14	16
O=C(Nc1ccc2c(c1)OCO2)c1cc2ncc(Br)cn2n1	-0.49	0.93	2%	-0.39	0	0.9	1	-3	7
c1ccc(CCc2nn3c(Cn4cnc5ccccc54)nnc3s2)cc1	-1.4	-0.017	2%	-2.2	-10	0.9	7	23	13
c1ccc(-c2oc3ncnc(N4CCOCC4)c3c2-c2ccccc2)cc1	-0.65	0.17	10%	0.32	12	0.9	-2	-14	1
COC(=O)c1[nH]c2cc(C)ccc2c1NC(=O)CN1CCCc2ccccc21	-0.54	-0.0087	5%	-0.038	14	1	3	36	-6
COc1c(N)c2ccccc2[nH]c1=O	-0.87	-0.037	7%	0.75	-2	0.9	5	-13	7
COc1cc(S(=O)(=O)N2CCCCC2)ccc1NC=O	-0.36	0.44	5%	-4.2*	.	1	.	-15	.
COc1ccc2[nH]c(C)c(CN3CCCCC3)c(=O)c2c1	0.031	0.026	8%	-0.088	2	1	-7	-15	7
Cc1ccc(C)n1-c1ccc(N2CCOCC2)cc1	-0.0053	-0.09	10%	-0.074	-5	0.9	0	0	15
c1ccc2c(c1)ncn2Cc1nnc2sc(-c3ccc4c(c3)OCO4)nn12	0.54	0.045	12%[fluoresces]	-0.011	-8	0.9	6	3	5
COC(=O)c1ccc(Cn2c(CN3CCOCC3)nc3ccccc3c2=O)o1	0.26	-0.29	5%	.	3	1	0	-2	14
CCn1cc(C(=O)N2CCn3c(nc4ccccc43)C2)c(=O)c2ccc(C)nc21	-0.23	-0.68	5%	-0.13	-5	0.9	-2	-7	7
O=C(NCc1cccnc1)c1cnn2ccccc12	0.0015	-0.41	3%	0.87	3	0.9	-16	-14	6

Other structures:
smiles	M1 ag	M1 antag	NADH enzymes	D1 mod	SF-1 act	TNAP act mid DEA	Jurkat tox 60K	tolC growth inh	HEK293 NFkB inh
O=C(NCC1CCCO1)C(C(=O)c1ccc(F)cc1)n1ccccc1=O (configuration not stated)	0.58	0.047	2%	0.39	-4	1	9	11	-5
Cc1ccc(C)c2[nH]c(=O)c(CN(CC3CCCO3)C(=O)NC3CCCCC3)cc12 (configuration not stated)	1.2	0.33	4%	3.1	-2	0.9	-1	18	6
COc1ccc(OCCSc2nnnn2C2CCCCC2)cc1	0.069	0.0065	6%	1.9	-1	1	7	54	20
Cc1ccc(Cn2ncc3c(N4CCN(c5ccccc5C)CC4)ncnc32)cc1	0.71	-0.18	6%	-1.2	-7	1	18	27	26
CC(C)Cc1nc(N2CCOCC2)c(C#N)c2c1CCC2	0.34	1.6	7%	0.79	-14	1	.	8	.
c1cncc(C(c2nnnn2C2CCCC2)N2CCCC2)c1 (configuration not stated)	0.12	-2*	8%	-0.035	-15	1	0	-11	6
COc1ccc(Cc2nnc(SCC(=O)c3ccc(OC)cc3)o2)cc1	-0.98	-0.38	2%	0.9	-24	0.9	10	30	10
O=C(CSc1nnc(-c2ccc(S(=O)(=O)N3CCCC3)cc2)n1CC1CCCO1)NC1CC1 (configuration not stated)	-0.18	0.065	3%	0.32	-1	0.9	-1	13	0
CCc1ccc2[nH]c(=O)c(CN(CCN(CC)CC)C(=O)NC3CCCCC3)cc2c1	0.42	-3.2	12%	-0.89	5	0.9	2	-3	16
CCCCn1c(SCc2c(C)noc2C)nc2cc(S(N)(=O)=O)ccc21	0.46	-0.17	5%	.	-37	0.9	10	15	42*
Cc1ccc2[nH]c(=O)c3cc(C(=O)N4CCN(C(=O)c5ccco5)CC4)sc3c2c1	1.6	-0.0024	11%[fluoresces]	0.79	1	0.9	-1	17	5
Cc1c(C(=O)Nc2ccncc2)sc2nc(-c3ccc(F)cc3)cn12	-0.99	-0.5	3%	-5.2*	-22	1	26	10	18
COCCCNc1oc(-c2ccccc2OC)nc1C#N	0.58	0.016	14%[fluoresces]	-0.06	-7	0.9	-1	-8	28
Cc1c(C)c2cc3c4c(oc3c(C)c2oc1=O)CCCC4	-1.4	-2.5*	5%	0.63	-1	1.1	-2	9	9

Ordered by the number under NADH enzymes (lowest first): 3 from the list above
Structure | M1 ag | M1 antag | NADH enzymes | D1 mod | TNAP act mid DEA | HEK293 NFkB inh
O=C(NCC1CCCO1)C(C(=O)c1ccc(F)cc1)n1ccccc1=O (configuration not stated) | 0.58 | 0.047 | 2% | 0.39 | 1 | -5
Cc1c(C)c2cc3c4c(oc3c(C)c2oc1=O)CCCC4 | -1.4 | -2.5* | 5% | 0.63 | 1.1 | 9
CCc1ccc2[nH]c(=O)c(CN(CCN(CC)CC)C(=O)NC3CCCCC3)cc2c1 | 0.42 | -3.2 | 12% | -0.89 | 0.9 | 16
